High-throughput results as filed in PubChem.
TRPC4 block = inhibitors of mouse TRPC4 channel, primary screen, Fluo4 calcium, HEK293 TRPC4beta/mu-opioid cells; B-score at 10 µM; Short transient receptor potential channel 4 (Mus musculus), Q9QUQ5; DAMGO-evoked Fluo4 calcium flux; active compounds read low; hit rate 0.39% among 300,000;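 active = B-score over 3 SD under the library average, no early fluorescence shift, positive overall ratio signal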
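Assay system: HEK293 cells with stable TRPC4beta plus mu-opioid receptor expression; Probe or stimulus: DAMGO in two steps, submaximal then maximal; Dosing: single-point compound dosing; Measured by: Fluo4 calcium-dye fluorescence, kinetic read; Read-out basis: B score from integrated Fluo4 fluorescence ratio.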
KLF5 inhibitor = KLF5 expression inhibitors, primary screen, DLD-1 cells, luminescence | DLD-1 KLF5 promoter-luciferase reporter | hit rate 0.23% among 290,000 | inhibition, % at 5 µM;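 active = inhibition above a per-plate limit of that plate's mean compound inhibition plus 3 SD, cut at about 60% in these data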;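 also: 0% = DMSO wells and 100% = LY294002 at 200 µM; higher means less KLF5 promoter-driven luciferase light; inactives centre near -14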
SKKanGAS inh = S. pyogenes SKKanGAS growth inhibitors in kanamycin, primary screen, streptokinase expression inhibitor project, SKKanGAS strain, BacTiter-Glo luminescence | 6 h | inhibition, % at 7.5 µM | hit rate 1.3% among 300,000;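 active = mean replicate score, as percent of positive control median, at least 50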;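 also: strain carries kanamycin resistance gene driven by streptokinase promoter and grows in 40 µg/ml kanamycin; loss of luminescence reflects streptokinase promoter inhibition or plain growth inhibition; 0% = median of DMSO wells and 100% = positive control at its reference dose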
TRPC6 activator = mouse TRPC6 channel activators, primary screen, cell-based, HEK293, membrane potential dye; AID 2550, 2010; B-score at 10 µM; hit rate 0.13% among 310,000; HEK293-TRPC6 membrane potential dye fluorescence; active compounds read high;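 active = B-score of the integrated fluorescence ratio above library mean plus 3 SD, and starting fluorescence ratio within library mean plus 5 SD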;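 also: higher score means more depolarization so channel activation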
Target sequence (Q61143 whole entry, looked up): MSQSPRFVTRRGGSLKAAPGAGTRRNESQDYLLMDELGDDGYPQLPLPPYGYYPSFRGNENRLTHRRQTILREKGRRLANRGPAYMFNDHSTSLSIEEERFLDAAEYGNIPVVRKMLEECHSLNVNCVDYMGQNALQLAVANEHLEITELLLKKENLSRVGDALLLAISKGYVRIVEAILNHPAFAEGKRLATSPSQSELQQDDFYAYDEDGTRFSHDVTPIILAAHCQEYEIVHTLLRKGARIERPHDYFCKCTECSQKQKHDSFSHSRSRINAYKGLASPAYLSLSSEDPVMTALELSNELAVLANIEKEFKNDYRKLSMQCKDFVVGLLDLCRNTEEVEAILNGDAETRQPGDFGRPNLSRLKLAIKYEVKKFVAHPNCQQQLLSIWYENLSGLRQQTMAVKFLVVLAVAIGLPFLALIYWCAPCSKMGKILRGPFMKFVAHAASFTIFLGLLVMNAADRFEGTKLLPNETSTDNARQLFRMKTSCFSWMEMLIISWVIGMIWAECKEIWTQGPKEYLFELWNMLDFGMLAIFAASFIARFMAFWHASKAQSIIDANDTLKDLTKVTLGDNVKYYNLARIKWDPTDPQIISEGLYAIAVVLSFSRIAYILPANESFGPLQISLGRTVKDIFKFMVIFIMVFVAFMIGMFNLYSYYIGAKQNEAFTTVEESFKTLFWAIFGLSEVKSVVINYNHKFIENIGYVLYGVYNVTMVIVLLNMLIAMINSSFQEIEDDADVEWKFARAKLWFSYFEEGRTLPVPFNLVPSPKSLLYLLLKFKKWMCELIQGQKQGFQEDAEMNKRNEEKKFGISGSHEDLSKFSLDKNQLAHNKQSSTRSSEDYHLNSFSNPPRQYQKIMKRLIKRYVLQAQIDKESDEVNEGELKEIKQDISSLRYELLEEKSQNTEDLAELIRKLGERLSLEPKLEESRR
MrgX1 antagonist = antagonists of human MrgX1 receptor, primary screen, HEK293 cells, Fluo-4 calcium flux | Mas-related G-protein coupled receptor member X1 (Homo sapiens), Q96LB2 | BAM8-22 antagonism; active compounds read low | B-score at 10 µM | hit rate 1.3% among 310,000 | AID 588676, 2011;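 active = calcium-response B-score plate-corrected more than 3 library SD below zero, starting fluorescence within 5 deviations, no agonist response on first addition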;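 also: peak minus trough fluorescence over baseline after final BAM8-22 challenge near maximal dose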
HIF act = HIF pathway transcriptional activators, primary screen, cell-based, U2OS HRE-luciferase, luminescence | U2OS HRE-luciferase reporter; normalized: DMSO 0%, desferrioxamine 100% | activation, % at 7.5 µM (by protocol) | hit rate 0.32% among 300,000 | AID 1910, 2009;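 active = mean activation of at least 10% of the iron chelator positive control signal, with at least half of replicates also reaching 10%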
aSyn UTR inh = MLPCN primary screen, SNCA 5' untranslated region; alpha-synuclein 5'UTR reporter, inhibitor activity; inhibition, % (tested at 7.5 µM); hit rate 0.82% among 300,000; AID 1813, 2009; in the data active = inhibition above about 60%;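 also: H4 neuroglioblastoma cells stably carrying SNCA 5'UTR luciferase fusion; 0% = DMSO wells and 100% = positive control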
TRPC6 inhibitor = mouse TRPC6 channel inhibitors, primary screen, cell-based, HEK293, membrane potential dye. Short transient receptor potential channel 6 (Mus musculus), Q61143. ACh-evoked depolarization; active compounds read low. B-score at 10 µM. hit rate 1.1% among 310,000;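 active = B-score under library mean minus 3 SD, initial fluorescence not abnormally high, positive integrated signal ratio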;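 also: B-score derived from integrated fluorescence ratio over the kinetic read; more negative B-score means stronger inhibition of depolarization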
TRPC4 act = activators of mouse TRPC4 channel, primary screen, Fluo4 calcium, HEK293 TRPC4beta/mu-opioid cells; Short transient receptor potential channel 4 (Mus musculus), Q9QUQ5; Fluo4 calcium fluorescence; active compounds read high; B-score at 10 µM; hit rate 0.49% among 310,000;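 active = B-score above 5 SD of library B-scores, and initial fluorescence ratio not above library mean plus 5 SD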;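 also: positive B-score marks a calcium rise read as TRPC4 activation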
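Technique: kinetic Fluo4 calcium fluorescence; Test system: TRPC4beta and mu-opioid receptor HEK293 stable cells; Measure: B-scored integrated calcium fluorescence ratio; Benchmarks: low control buffer alone, high control maximal DAMGO; Schedule: 45 min room-temperature Fluo4 loading, 110 s read.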
IEC-6 tox = cytotoxicity in IEC-6 intestinal epithelial cells, primary screen, cytotoxicity control for KLF5 inhibitor project, cell-based, luminescence; IEC-6 cytotoxicity, luminescence viability; inhibition, % at 5 µM; hit rate 0.78% among 290,000; in the data active = inhibition above about 22%;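 also: 0% = plate median of test compound wells and 100% = cytotoxic reference compound wells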
TRPC4 PAM = positive allosteric modulators of TRPC4, primary screen, cell-based, mouse TRPC4beta, HEK293 mu-opioid, Fluo-4 calcium; Short transient receptor potential channel 4 (Mus musculus), Q9QUQ5; DAMGO EC20, Fluo-4 Ca2+ flux; active compounds read high; B-score at 10 µM; hit rate 0.42% among 310,000; AID 2227, 2009;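 active = B-score of calcium response area above 5 SD of library B-scores, with initial fluorescence ratio within 5 SD of library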;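 also: B-score of integrated fluorescence ratio over time as area under calcium response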
An asterisk follows results filed as active; i = inactive; . = not tested or not shown.

Sequence of screens – TRPC4 block, KLF5 inhibitor, SKKanGAS inh, TRPC6 activator, MrgX1 antagonist, HIF act, aSyn UTR inh, TRPC6 inhibitor, TRPC4 act, IEC-6 tox, TRPC4 PAM
(1) CCCC(=O)NC1=C(C#N)C2(CCCCC2)Cc2ccccc21
  i, 1, 2, i, i, -0.1, 18, i, i, -4, i
(2) Cc1cc(Sc2ncnc(N)c2[N+](=O)[O-])ncn1
  i, -5, 0, i, i, -0.2, -46, i, i, 2, i
(3) FC(F)(F)c1cnc(NNC(=S)Nc2ccc(Cl)cc2)c(Cl)c1
  i, -11, 16, i, i, -0.3, 5, i, i, -6, i
(4) COc1ccc(OC)c(NC(=O)c2cc(OC(C)=O)cc(C(=O)Nc3cc(OC)ccc3OC)c2)c1
  i, -53, 27, i, i, 0.8, 4, i, i, -2, i
(5) CCOc1ccc(C(=O)COC(=O)c2cc([N+](=O)[O-])ccc2N2CCOCC2)cc1
  i, ., -11, i, i, 3.0, -115, i, i, ., i
(6) Cc1cccc2c1CC(C)(C)N=C2C1=C(O)CC(C)(C)CC1=O
  i, -10, 2, i, i, -0.2, 14, i, i, 3, i
(7) Cc1cc(=O)n2[nH]c(-c3ccsc3-n3c(C)ccc3C)cc2n1
  i, 0, 3, i, i, -0.7, 10, i, i, -18, i
(8) Cc1ccc2oc(-c3ccc(NC(=O)c4cccnc4)cc3)nc2c1
  i, -93, 10, i, i, 2.9, -162, i, i, -2, i
(9) COCCN(C(=O)CN1CCN(S(=O)(=O)c2ccc(F)cc2)CC1)c1c(N)n(Cc2ccccc2)c(=O)[nH]c1=O
  i, -36, 0, i, i, -25, -9, i, i, -6, i
(10) O=C1Nc2ccccc2Oc2cc([N+](=O)[O-])cc(Oc3ccccc3)c21
  i, -2, 1, i, i, 0.8, -42, i, i, -2, i
(11) CCC(C)NC(=O)C1c2cc(OC)c(OC)cc2C(=O)N(C)C1c1cccs1 (stereo unspecified)
  i, -23, -4, i, i, -1.0, 5, i, i, -7, i
(12) Cc1ccccc1NS(=O)(=O)c1ccc(C(=O)OCC(=O)NCC(C)C)cc1
  i, -9, -5, i, i, -0.3, -2, i, i, 2, i
(13) COc1ccc(Cc2nnc(Nc3c(C)cccc3C)o2)cc1OC
  i, -19, 2, i, i, -0.9, 3, i, i, 0, i
(14) CC(=O)c1ccc(N2CCN(C(=O)CCC(=O)Nc3ccc4nc(N5CCN(C)CC5)cc(C)c4c3)CC2)cc1
  i, -22, 2, 13*, i, 0.3, -6, i, i, 2, i
(15) Cc1cccc(NC(=O)c2ccc3c(c2)CCN3S(C)(=O)=O)c1C
  i, -16, 1, i, i, -9.1, -21, i, i, -4, i
(16) COCCn1c(=O)[nH]c2cc(C(=O)NCCc3ccc(OC)c(OC)c3)ccc2c1=O
  i, -22, -7, i, i, -0.2, -15, i, i, 3, i
(17) O=C(Cn1cnc2c(cnn2-c2ccc(F)cc2)c1=O)NCCc1ccccc1
  i, -26, -14, i, i, -0.2, 18, i, i, 3, i
(18) COc1ccc(C(=O)Oc2ccc3ccc(=O)oc3c2)cc1
  i, 27, 14, i, i, -0.2, 5, i, i, 5, i
(19) COc1ccc(-c2nc3cc(NC(=O)c4ccc5c(c4)OCO5)ccc3o2)cc1
  i, -10, -2, i, i, -1.0, -11, i, i, 1, i
(20) O=C(O)CCC(=O)N1CCc2cc(S(=O)(=O)N3CC=C(c4ccccc4)CC3)ccc21
  i, -23, 13, i, i, 0.1, -5, i, i, 6, i
(21) N#Cc1ccccc1Cn1c(=O)n(Cc2ccc(C(=O)NCc3ccco3)cc2)c(=O)c2ccccc21
  i, -9, 5, i, i, -0.3, 51, i, i, 2, i
(22) CC(C)=NN/C(N)=N/C(=S)Nc1ccc(C)cc1
  i, -13, 0, i, i, -0.5, -1, i, i, 1, i
(23) CC1=CC(C)C(C[N+]2(C)CCCCC2)C(C)C1 (stereo unspecified)
  i, -8, 1, i, i, 0.2, 27, i, i, -5, i
(24) CN(C)S(=O)(=O)c1cccc(C(=O)Nc2n[nH]c(C(F)(F)F)n2)c1
  i, -6, 6, i, i, 0.7, -5, i, i, 1, i
(25) COc1ccc(/C=N/NC(=O)c2cc3cc(OC)c(OC)cc3[nH]2)cc1
  i, -34, 12, i, i, -0.8, -1, i, i, -9, i
(26) O=C(NCc1cccnc1)C1CCCN(S(=O)(=O)c2ccc(Br)cc2)C1 (stereo unspecified)
  i, -18, -1, i, i, -0.5, -9, i, i, 0, i
(27) Cc1ccc(S(=O)(=O)N(CC(=O)Nc2ccc(Cl)cc2)C(=O)N2CCN(C)CC2)cc1
  i, ., 9, i, ., 2.6, -2, i, i, ., i
(28) CCOC(=O)N1CCN(C(=O)CCl)CC1
  i, 3, -3, i, i, -0.3, -54, i, i, -10, i
(29) CN(C)S(=O)(=O)c1cccc(NC(=S)NCc2ccco2)c1
  i, -4, -9, i, i, -0.3, -14, i, i, 7, i
(30) CCOc1ccccc1N1C(=O)c2ccc(S(=O)(=O)c3ccc(C(=O)O)cc3)cc2C1=O
  i, -1, 4, i, i, -0.2, 9, i, i, 4, i
(31) Cc1cc(=O)oc2cc(OCC(=O)NC3CC(C)(C)NC(C)(C)C3)c(Cl)cc12
  i, -32, 1, i, i, -0.2, -11, i, i, -8, i
(32) COc1ccccc1CNC(=O)CCC(=O)N1CC(C)Sc2ccccc21 (stereo unspecified)
  i, 0, -2, i, i, -0.3, 3, i, i, 3, i
(33) O=C(NCC1COc2ccccc2O1)c1ccco1 (stereo unspecified)
  i, -15, -3, i, i, 2.1, -9, i, i, 2, i
(34) CC(C)NC(=O)Nc1ccc(Br)cc1Cl
  i, -39, -2, i, i, 0.2, -29, i, i, -9, i
(35) Cc1cccc(CC(=O)NC2CCS(=O)(=O)C2)c1 (stereo unspecified)
  i, ., -3, i, i, 0.9, 3, i, i, ., i
(36) COc1ccc(CNC(=O)CN(Cc2ccccc2)C(=O)c2csnn2)cc1
  i, 4, 1, i, i, -0.3, 0, i, i, 1, i
(37) COc1ccc(N2CSC3=C(C#N)C(c4cccc(OC)c4OC)CC(=O)N3C2)cc1 (stereo unspecified)
  i, -2, 1, i, i, 0.8, -46, i, i, -2, i
(38) COc1ccc(C2c3[nH]c4ccccc4c3C[C@H]3C(=O)N(C4CCN(Cc5ccccc5)CC4)CC(=O)N23)cc1OC (stereo partly specified)
  i, -7, 2, i, i, -1.1, 6, i, i, 0, i
(39) CCc1ccc(-c2cc(C(F)(F)F)n3nc(C(=O)Nc4cnn(Cc5ccc(C)cc5)c4)cc3n2)s1
  i, -13, -2, i, i, 0.0, 51, i, i, 3, i
(40) O=C1CN(C(=O)COc2ccccc2F)c2ccccc2N1
  i, -13, -7, i, i, -0.3, -6, i, i, 5, i
(41) CC1(C)CC(=O)c2sc(NC(=O)CN3CCOCC3)nc2C1
  i, -21, 3, i, i, -0.3, -3, i, i, 3, i
(42) CS(=O)(=O)NCCSc1nnnn1-c1ccccc1
  i, -16, -3, i, i, -0.1, 8, i, i, -6, i
(43) CC1CC(=O)C2=C(C1)Nc1ccccc1SC2c1ccc(F)cc1 (stereo unspecified)
  i, -52, 2, i, i, -0.7, -12, i, i, 0, i
(44) Cc1ccccc1CNC(=O)c1ccccc1NS(C)(=O)=O
  i, 15, -2, i, i, -0.4, 1, i, i, 2, i
(45) Cc1ccc(C(=O)O/N=C(\N)c2ccccn2)c(C)c1
  i, 108*, 1, i, i, -4.3, 106*, i, i, 7, i
(46) CCC(C)(C)NC(=O)C(c1ccc(F)cc1)N(CCOC)C(=O)CCC(=O)Nc1nccs1 (stereo unspecified)
  i, -40, 0, i, i, -0.1, -13, i, i, 3, i
(47) CN(C(=O)c1ccccc1C(=O)OCC(=O)NCc1ccccc1)C1CCCCC1
  i, -12, 14, i, i, -0.1, 0, i, i, 3, i
(48) COc1ccc2c(C=O)cn(C)c2c1
  i, -19, 6, i, i, 0.6, -41, i, i, 0, i
(49) COc1ccc2c(c1)-c1c(ssc1=S)C(C)(C)N2S(=O)(=O)c1ccc(C)cc1
  i, 14, 47, i, i, 1.1, 14, i, i, 1, i
(50) CCCC(C)NC(=O)CSc1nnc(-c2c[nH]c3ccccc23)o1 (stereo unspecified)
  i, 8, -5, i, i, -0.1, 14, i, i, 0, i
(51) CCCCNC(=S)N(C)/N=C/c1c(F)c(F)c(F)c(F)c1F
  i, -12, 0, i, i, 0.5, 20, i, i, 3, i
(52) COc1ccc(-c2c(=O)n(OCc3ccccc3[N+](=O)[O-])c3ccccc3[n+]2[O-])c(OC)c1
  i, -3, -20, i, i, 0.1, -53, i, i, 3, i
(53) CCOc1ccc(S(=O)(=O)N(C)c2ccc(OCC(=O)NCC3CCCO3)cc2)cc1 (stereo unspecified)
  i, -28, -3, i, i, -0.1, 42, i, i, -1, i
(54) COc1ccc(CCN2CC(C(=O)NCCc3ccccc3C(F)(F)F)CCC2=O)cc1 (stereo unspecified)
  i, -63, -2, i, i, 1.4, -32, i, i, 4, i
(55) COc1ccc(N2CCN(S(=O)(=O)c3ccc4c(c3)N(C(C)=O)CCO4)CC2)cc1
  i, -3, -2, i, i, -0.4, -7, i, i, 0, i
(56) COc1cc(NC(=O)c2cc(C)on2)cc(OC)c1OC
  i, 15, -6, i, i, -0.1, 6, i, i, 8, i
